sEH activator = increases human soluble epoxide hydrolase activity | purified human sEH enzymatic activity, activator screen | activation, % at 2 µM | 91,000 compounds, 0.04% hits; in the data active means activation above about 37%; further: values of inactives mirror those of a sister screen read the other way
Target sequence (P34913 whole entry, looked up): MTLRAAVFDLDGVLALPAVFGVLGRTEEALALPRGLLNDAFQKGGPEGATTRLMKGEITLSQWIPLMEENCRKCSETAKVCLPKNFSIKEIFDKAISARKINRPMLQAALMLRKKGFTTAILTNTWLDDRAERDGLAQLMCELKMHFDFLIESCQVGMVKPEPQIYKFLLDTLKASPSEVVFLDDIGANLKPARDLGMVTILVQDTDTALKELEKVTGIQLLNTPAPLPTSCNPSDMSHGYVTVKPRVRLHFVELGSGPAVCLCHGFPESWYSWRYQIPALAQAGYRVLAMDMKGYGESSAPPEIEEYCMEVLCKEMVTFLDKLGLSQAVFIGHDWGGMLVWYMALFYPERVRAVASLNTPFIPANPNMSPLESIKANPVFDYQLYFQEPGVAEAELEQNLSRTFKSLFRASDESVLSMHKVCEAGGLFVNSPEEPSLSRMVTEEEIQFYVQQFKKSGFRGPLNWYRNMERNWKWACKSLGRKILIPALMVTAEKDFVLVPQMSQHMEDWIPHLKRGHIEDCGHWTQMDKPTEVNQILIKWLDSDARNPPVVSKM
S1P2 antag = antagonists of human S1P2 receptor; O95136; cell-based S1P2 antagonist assay, inhibition at 5 uM; inhibition, % at 5 µM; 97,000 compounds, 0.21% hits; AID 736; in the data active means inhibition above about 45%;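 further: CRE beta-lactamase reporter cells expressing human S1P2 stimulated with S1P; 0% = agonist at EC80 alone and 100% = agonist plus reference antagonist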
Target sequence (O95136 whole entry, looked up): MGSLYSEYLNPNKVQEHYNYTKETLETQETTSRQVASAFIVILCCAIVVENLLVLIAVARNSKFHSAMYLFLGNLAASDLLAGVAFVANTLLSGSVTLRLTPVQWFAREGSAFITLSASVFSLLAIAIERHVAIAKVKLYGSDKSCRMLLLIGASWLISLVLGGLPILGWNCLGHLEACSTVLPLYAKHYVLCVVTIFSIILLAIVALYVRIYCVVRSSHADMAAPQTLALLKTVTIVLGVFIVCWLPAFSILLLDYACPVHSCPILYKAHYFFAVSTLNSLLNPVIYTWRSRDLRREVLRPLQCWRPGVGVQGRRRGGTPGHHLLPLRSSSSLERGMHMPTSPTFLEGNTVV
PLAP activator = activators of human placental alkaline phosphatase | P05187 | purified PLAP enzyme, luminescent substrate read-out; active compounds read high | activation fold at 20 µM | 96,000 compounds, 1.2% hits | AID 696; in the data active means activation fold above about 2
Ecoli WT expand = growth inhibitors of E. coli BW25113 wild type | OD600 absorbance | growth inhibition, % at 100 µM | 98,000 compounds, 0.15% hits;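 active means growth inhibition above about 50% at one test dose, limit read from the data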;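 further: growth measured after 20 h incubation at 37 °C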
PostGolgi ctrl = inhibits growth of the yeast control strain; efflux-deficient yeast background strain, growth absorbance A615, 16 h; inhibition, % at 10 µM; 98,000 compounds, 5% hits; AID 738
sEH inh = blocks human soluble epoxide hydrolase activity; P34913; recombinant human sEH enzymatic activity assay; inhibition, % at 2 µM; 91,000 compounds, 0.34% hits; AID 707; in the data active means inhibition above about 80%; further: values of inactives mirror those of a sister screen read the other way; many of its hits are not listed in these tables
PostGolgi yeast = growth inhibition of a yeast mutant, post-Golgi transport screen. post-Golgi transport phenotypic cell assay. inhibition, % at 10 µM. 98,000 compounds, 0.9% hits;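 further: yeast cells grown in 1536-well plates; yeast grown about 18 h at 30C before absorbance read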
S1P2 ag = agonists of human S1P2 receptor; S1P2-expressing cell line, agonist reporter read-out; O95136; 97,000 compounds, 0.46% hits; activation, % at 4.5 µM; in the data active means activation above about 16%;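 further: 0% = vehicle low control and 100% = maximal reference agonist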
Mac1 fbg inh = CD11b/CD18-fibrinogen binding inhibition; P05107+P11215; K562 CD11b/CD18 adhesion to fibrinogen, ATPlite luminescence; Mn2+ added to activate the integrin; inhibition, % at 10 µM; 93,000 compounds, 0.54% hits;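 active means primary inhibition of 50% or more at 10 µM, then 40% or more on retest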; further: some results filed as inactive read as strong as hits
* hit, by the source's call; . = not tested or not shown. Unless noted, no stated cut-off is given here; in the data, active means inhibition above about 30%; inactive means the rest.

The opening 2 entries, ahead of the listing:
SMILES | sEH activator | S1P2 antag | PLAP activator | Ecoli WT expand | PostGolgi ctrl | sEH inh | PostGolgi yeast | S1P2 ag | Mac1 fbg inh
COc1ccc2c(c1)c(CCN1C(=O)c3ccccc3C1=O)cn2C(=O)c1ccco1 | 4.5 | -2.9 | 1 | -9.0 | -0.3 | -4.0 | -0.5 | -3.3 | 0.5
C=CCn1c(SCC(=O)Nc2ccc3c(c2)OCO3)nc2ccccc2c1=O | -53.7 | 4.0 | 1.5 | -6.0 | 10.6 | 52.8 | -0.2 | -0.6 | 11.0

The listing (from the top)
SMILES | sEH activator | S1P2 antag | PLAP activator | Ecoli WT expand | PostGolgi ctrl | sEH inh | PostGolgi yeast | S1P2 ag | Mac1 fbg inh
COc1ccc2c(c1)c(CCN1C(=O)c3ccccc3C1=O)cn2C(=O)c1ccco1 | 4.5 | -2.9 | 1 | -9.0 | -0.3 | -4.0 | -0.5 | -3.3 | 0.5
C=CCn1c(SCC(=O)Nc2ccc3c(c2)OCO3)nc2ccccc2c1=O | -53.7 | 4.0 | 1.5 | -6.0 | 10.6 | 52.8 | -0.2 | -0.6 | 11.0
COc1ccc(CNc2nc(NCc3ccc(OC)cc3)n(C(C)=O)n2)cc1 | 5.8 | -30.6 | 0.8 | -10.0 | 11.7 | -6.4 | -5.6 | -2.4 | -7.6
CC1=C(C(=O)NC(C)c2ccc3c(c2)OCCO3)C2(CCC(C)CC2)OC1=O (stereo not drawn) | -1.6 | 4.1 | . | -9.0 | 11.2 | 1.3 | 3.5 | -7.2 | .
CC1(C)C2CCC13CS(=O)(=O)NC3C2 (stereo not drawn) | -0.9 | 2.7 | . | . | . | 3.4 | . | -5.1 | .
Cc1cc(C)c2c(CC(=O)N(CCC#N)Cc3cccnc3)coc2c1 | -4.2 | -24.9 | 1.4 | 9.0 | -7.1 | 5.4 | 3.0 | -0.6 | -4.9
Cc1ccccc1N(C)C(=O)c1coc(=O)c2ccccc12 | 14.1 | 11.0 | 1.1 | 2.0 | -5.2 | -14.5 | -6.0 | -2.9 | -22.0
CCOC(=O)c1c(NC(=O)c2nn(CC)cc2Br)c(C#N)cn1-c1ccccc1 | 11.7 | -30.5 | 1 | -9.0 | 21.9 | -10.1 | -3.2 | 12.3 | -6.1
CC1CCCC(C(=O)O)N1C(=O)CCS (stereo not drawn) | -9.6 | -5.8 | 1 | -2.0 | 5.7 | 6.9 | -12.0 | -4.2 | -4.8
COc1ccc(NC(=O)c2cccc(Cn3cc(Br)cn3)c2)cn1 | -31.2 | -7.1 | 1.5 | 10.0 | 1.5 | 31.2 | -4.0 | -1.9 | 1.5
CC1=C(C#N)C(NC(=O)C2CCCCC2)(C(F)(F)F)C(=O)N1 (stereo not drawn) | -0.9 | 16.9 | 1 | 0.0 | 7.1 | -0.3 | -3.7 | -4.4 | .
Nc1nc2n(n1)C(c1ccc(Cl)cc1)CC(c1ccc(F)cc1)N2 (stereo not drawn) | . | . | 1.1 | 0.0 | 8.4 | . | 2.7 | . | -3.6
COc1cccc(C(=O)N2CCN(c3ncccn3)CC2)c1 | . | 4.8 | 1.1 | 0.0 | 7.4 | . | 13.2 | -4.2 | 4.9
Cc1ccc(C(C)C)c(OC(=O)/C=C/c2ccccc2)c1 | -1.0 | 12.8 | 0.9 | 6.0 | 3.2 | 1.5 | 21.8 | -2.1 | 13.8
Cc1sc2nc(C(C)C)nc(SCC(=O)NCc3ccco3)c2c1C | -2.9 | -23.0 | 1.4 | -5.0 | 39.9* | 4.9 | 4.2 | -1.1 | -1.1

Reprinted at random: 4 compounds from above
SMILES | sEH activator | S1P2 antag | PLAP activator | Ecoli WT expand | PostGolgi ctrl | sEH inh | PostGolgi yeast | S1P2 ag | Mac1 fbg inh
COc1cccc(C(=O)N2CCN(c3ncccn3)CC2)c1 | . | 4.8 | 1.1 | 0.0 | 7.4 | . | 13.2 | -4.2 | 4.9
C=CCn1c(SCC(=O)Nc2ccc3c(c2)OCO3)nc2ccccc2c1=O | -53.7 | 4.0 | 1.5 | -6.0 | 10.6 | 52.8 | -0.2 | -0.6 | 11.0
Nc1nc2n(n1)C(c1ccc(Cl)cc1)CC(c1ccc(F)cc1)N2 (stereo not drawn) | . | . | 1.1 | 0.0 | 8.4 | . | 2.7 | . | -3.6
Cc1ccccc1N(C)C(=O)c1coc(=O)c2ccccc12 | 14.1 | 11.0 | 1.1 | 2.0 | -5.2 | -14.5 | -6.0 | -2.9 | -22.0

The list continues.
SMILES | sEH activator | S1P2 antag | PLAP activator | Ecoli WT expand | PostGolgi ctrl | sEH inh | PostGolgi yeast | S1P2 ag | Mac1 fbg inh
O=S(=O)(NCc1cn2ccsc2n1)c1ccc2c(c1)OCCO2 | -1.2 | -6.5 | 0.9 | -2.0 | 4.1 | 4.8 | 0.8 | -9.8 | -20.9
Nn1c(SCC(=O)NCc2ccccc2)nnc1C1CC1 | -10.7 | 8.8 | 1.1 | -3.0 | -3.4 | 10.8 | 0.8 | -1.1 | -11.2
Cc1ccc(S(=O)(=O)N2CCOCC2)cc1C(=O)Nc1nc(-c2cccnc2)cs1 | 12.1 | 5.5 | 1 | 4.0 | 28.5 | -12.9 | 1.3 | -5.3 | -8.4
Cc1c(Cl)cccc1NC(=O)CN1C(=O)CSc2ncccc21 | . | 5.1 | 1.6 | 3.0 | 9.3 | . | -7.0 | -3.0 | 6.5
N=c1sccn1CC(=O)N1CCc2ccccc21 | 13.9 | -6.8 | 0.7 | 5.0 | 11.1 | -11.8 | -5.3 | -0.5 | -21.0
Cc1ccc(-c2nnc(-c3ccc(NC(=O)Cc4cccs4)cc3)o2)cc1 | -6.9 | 4.5 | 1.1 | -10.0 | -3.7 | 9.4 | -2.6 | -7.1 | .
CCN(CC)S(=O)(=O)c1ccc2oc(SCC3CN=C(c4ccc(OC)cc4)S3)nc2c1 (stereo not drawn) | 12.8 | 8.1 | 1.5 | -13.0 | -1.3 | -9.1 | -8.3 | -4.2 | 97.3
O=C1C2ON(c3ccccc3)C(c3ccncc3)C2C(=O)N1c1ccc(N2CCOCC2)cc1 (stereo not drawn) | 8.5 | 28.2 | 1.4 | 3.0 | -2.4 | -6.7 | -5.8 | -1.3 | -11.4
CCOc1cccc2cc(C(=O)Nc3cc(C)on3)c(=O)oc12 | 1.7 | 4.1 | 0.7 | -7.0 | 1.9 | -0.2 | 22.2 | -3.0 | 3.1
CN1CCN(CC(O)COc2ccc(Cl)cc2)CC1 (stereo not drawn) | 6.7 | 3.6 | 0.8 | -4.0 | 2.1 | -9.5 | 0.5 | -0.6 | -2.7
CC1Cc2ccccc2N1C(=O)Cn1cnc2ccccc2c1=O (stereo not drawn) | . | . | 1 | 4.0 | -2.8 | . | -1.1 | . | -32.0
Cc1cccc(NC(=O)CN2CCCN(S(=O)(=O)c3ccc(Br)s3)CC2)c1 | -9.5 | 16.7 | 0.9 | -11.0 | 41.2* | 8.5 | -5.5 | -1.4 | -1.3
Cc1cc(NC(=O)CSc2nnc(-c3ccco3)n2Cc2ccccc2)no1 | -0.3 | -4.8 | . | . | . | 3.2 | . | -0.8 | .
COc1cccc(-n2c(SCC(=O)NCCc3ccccc3)nnc2-c2ccoc2C)c1 | . | . | 1.6 | -10.0 | 4.8 | . | -6.1 | . | -4.5
O=C(Nc1ccccc1)c1ccc2c(c1)OCO2 | 0.8 | -23.8 | 0.9 | 4.0 | 3.6 | 1.3 | -3.1 | -2.6 | -15.7
COc1ccc2[nH]cc(C(=O)CN(C)CCc3ccc(OC)c(OC)c3)c2c1 | -0.9 | -12.5 | 1.2 | 1.0 | 14.4 | 0.8 | -6.2 | -1.4 | .
NC(=O)c1cc(S(=O)(=O)NC2CCCCC2)co1 | . | 11.8 | 0.9 | 8.0 | -1.6 | . | -1.1 | -6.4 | -9.2
CC1(C)CC(=O)c2cc(OCC(=O)NCC3CCCO3)ccc2O1 (stereo not drawn) | -4.5 | 9.0 | 0.9 | -1.0 | 5.9 | 5.2 | 5.4 | -10.6 | -1.2
Cn1c(SCC(=O)NC(C)(C)C)nc(O)cc1=O | . | 7.6 | 0.9 | -2.0 | 16.6 | . | -1.6 | -5.5 | 16.7
O=C(NC1=NCCS1)c1ccc2c(c1)C(=O)N(Cc1ccco1)C2=O | 13.7 | 12.6 | 1.1 | 2.0 | 28.0 | -13.0 | 8.8 | -7.1 | -10.3
COc1cnn(-c2ccccc2)c(=O)c1SCc1ccc(Cl)cc1Cl | 8.7 | 24.2 | 0.9 | -14.0 | 36.1* | -6.8 | -4.7 | -5.3 | 2.1
O=c1oc(-c2cccs2)nc2sc3c(c12)CCCC3 | 0.3 | -23.8 | 0.8 | -10.0 | 3.6 | 1.1 | 11.6 | -3.4 | -20.1
COc1ccc(OC(C)C(=O)Nc2cccc(OC)c2)cc1 (stereo not drawn) | -21.6 | -7.4 | 0.8 | 0.0 | -5.6 | 19.7 | -4.7 | -4.4 | -39.8
COc1ccc(S(=O)(=O)N(C)CC(=O)NCc2cccnc2)cc1Cl | 13.7 | 13.5 | 1 | 4.0 | 5.0 | -15.9 | 16.4 | -8.9 | 1.8
Nc1cc(=O)[nH]c(SCC(=O)NCC2CCCO2)n1 (stereo not drawn) | -1.8 | 14.6 | 1.1 | 3.0 | 0.5 | 1.4 | 5.5 | -5.5 | -10.7
Nc1ccc(C(=O)Nc2nc3ccccc3s2)cc1 | -0.3 | 2.4 | 0.9 | -4.0 | 1.2 | -0.6 | 4.2 | -2.2 | 31.7
Cc1noc(C)c1C(=O)N1CCN(Cc2ccc3c(c2)OCO3)CC1 | 0.0 | 5.7 | 1 | -5.0 | 9.5 | -1.8 | 3.0 | -1.8 | -9.2
Cn1c2ccccc2c2c(C(=O)N3CCN(c4ccccn4)CC3)cn(C3CCCC3)c(=O)c21 | -7.6 | -14.7 | 1.5 | -2.0 | 11.0 | 7.9 | 2.2 | -6.0 | -41.2
Cc1ccc(S(=O)(=O)/N=C2/NC(=O)/C(=C/c3cccnc3)S2)cc1 | 1.8 | -1.2 | 1.1 | 1.0 | 4.2 | -1.2 | 17.3 | -7.3 | .
CC(NC(=O)Nc1ccccc1)C(c1cccs1)N1CCOCC1 (stereo not drawn) | -6.8 | 2.3 | . | 3.0 | -5.1 | 6.7 | -1.3 | -0.5 | .
CCCCOc1ccc(C(=O)NCc2ccncc2)cc1 | -17.4 | -0.3 | 1 | 10.0 | 2.0 | 15.2 | 2.2 | -0.7 | 11.0
c1coc(CN(Cc2ccco2)c2ncnc3c2oc2ccccc23)c1 | 0.6 | -24.0 | . | . | . | 2.9 | . | -2.3 | .
c1ccc(CSc2ncnc3c2cnn3Cc2ccccc2)cc1 | 3.1 | 32.9 | 0.9 | 3.0 | 16.9 | -4.0 | 6.9 | -2.4 | 16.2
COc1ccc(S(=O)(=O)N(C)c2ccc(C(=O)N3CCC(C(N)=O)CC3)cc2)cc1 | 12.7 | -6.0 | 1.4 | 0.0 | 28.9 | -13.0 | 2.4 | -6.9 | -23.3
CC1C2CC(CC1(C)C)N(C(=O)Nc1ccc3nccnc3c1)C2 (stereo not drawn) | -19.8 | 16.4 | 1.2 | -12.0 | -2.1 | 19.6 | -9.2 | -1.9 | -13.4
CSc1ccc(/C=N/NC(=O)c2cccc(O)c2)cc1 | -22.9 | -0.1 | 1.1 | 8.0 | 0.7 | 22.9 | 14.1 | -7.1 | .
COC(=O)CSc1ncnc2c1sc1nc(N3CCOCC3)c3c(c12)CCCC3 | 2.0 | -10.2 | 1.1 | -1.0 | -3.5 | 1.5 | 3.2 | -0.6 | .
CCOc1ccc2nc(NCCNC(=O)CC)c(C#N)cc2c1 | -2.1 | -2.9 | 1.2 | 0.0 | 6.6 | 3.7 | 3.3 | -4.8 | -10.1
COC(=O)c1cc(C(=O)Nc2cc(C)ccn2)cc([N+](=O)[O-])c1 | -2.4 | -10.3 | 0.9 | 2.0 | 8.9 | 1.1 | 5.8 | 1.1 | -12.6
COC(=O)C1=C(CN2CCN(C)CC2)NC(=O)NC1c1cc(C)ccc1C (stereo not drawn) | 7.7 | 17.6 | 1.2 | 4.0 | 4.2 | -13.7 | -4.5 | -4.2 | -18.8
O=C(CNC1CCCCCC1)Nc1ccc(S(=O)(=O)NC2CC2)cc1 | -13.8 | -3.3 | 0.8 | 8.0 | 8.0 | 15.0 | 9.3 | -4.4 | -7.1
CC(=O)Nc1cccc(C(=O)Nc2ccccc2C(=O)O)c1 | -3.8 | 17.1 | 1.2 | 2.0 | -7.6 | 3.1 | 5.8 | -3.5 | 20.3
CCc1ccc(C(=O)N2CCCC2)s1 | 1.6 | -0.5 | 1.1 | 10.0 | 9.3 | -1.5 | -6.6 | -5.1 | -32.6
CC(C)c1cc(C(=O)Nc2cc(Br)ccc2O)no1 | -17.6 | -3.0 | 0.9 | 1.0 | 28.0 | 19.1 | -7.5 | -0.4 | 1.8
